PMI act = activators of human phosphomannose isomerase; 190,000 tested, 0.005% active; activation factor at 20 µM; AID 1214; purified human PMI, coupled resazurin fluorescence, 20 min; hits give high values; 1 = vehicle control, 0 substrate-free wells;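 active = activation factor of 2 or more at 20 µM, relative to plate controls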
Target sequence (P34949 whole entry, looked up): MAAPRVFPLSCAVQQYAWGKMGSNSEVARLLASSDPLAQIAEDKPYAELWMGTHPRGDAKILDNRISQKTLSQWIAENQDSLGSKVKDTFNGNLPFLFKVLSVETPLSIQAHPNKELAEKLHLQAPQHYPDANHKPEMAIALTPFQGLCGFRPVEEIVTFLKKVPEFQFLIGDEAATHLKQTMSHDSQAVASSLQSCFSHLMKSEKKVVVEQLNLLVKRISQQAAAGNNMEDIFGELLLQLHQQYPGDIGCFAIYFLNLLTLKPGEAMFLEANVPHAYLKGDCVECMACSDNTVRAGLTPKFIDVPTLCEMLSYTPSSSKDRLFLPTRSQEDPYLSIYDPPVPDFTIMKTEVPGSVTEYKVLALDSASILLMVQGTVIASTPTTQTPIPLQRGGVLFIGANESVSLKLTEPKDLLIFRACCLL
RAM inhibit = yeast RAM network inhibition; S. cerevisiae dse1pr::URA3 reporter, 5-FOA growth OD615, 2 d; analog-sensitive cbk1-as2 kinase mutant strain; inhibition, % at 50 µM; 190,000 tested, 1.8% active; AID 868;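 active = inhibition above a set limit, 3 SD over mean compound inhibition, cut at about 8.4% in these data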;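 note: 0% = DMSO-only wells with no growth and 100% = 10 µM 1-NA-PP1 full growth; inhibition rescues growth on 5-FOA so higher OD means more RAM inhibition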
DTT redox prof = compounds producing H2O2 with reducing agent – biochemical, NIH compound library profiling, artefact control for MLSCN library redox annotation, primary screen; AID 878; activation, % at 10 µM; 200,000 tested, 0.03% active; DTT-dependent redox cycling H2O2, phenol red/HRP absorbance; 100% = 100 µM peroxide control, 0% = buffer;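 active = activation of at least 50% relative to the plate's high and low controls in the primary single-dose screen; inactive = activation below 50%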;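 note: compound incubated with DTT at 0.8 mM final as the reducing agent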
G6PDH CS = inhibits Leuconostoc G6PDH, flagging false hits in G6PDH-based assays. Purified L. mesenteroides G6PDH, diaphorase/resazurin coupled fluorescence, 45 min. inhibition, % at 5 µM. 200,000 tested, 0.12% active. AID 1020
Lmaj promast = reduces viability of Leishmania major promastigotes; inhibition, % at 10 µM; resazurin fluorescence viability; 200,000 tested, 9% active;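 note: promastigotes grown with compound for 44 hours at 28 °C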
Diaph inh CS = inhibits diaphorase or chemically oxidizes, flagging diaphorase assay artifacts | diaphorase resazurin-to-resorufin fluorescence, NADH, 16 min; bacterial (C. kluyveri) enzyme, not human | 190,000 tested, 0.69% active | inhibition, % at 20 µM;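 active = primary screen inhibition at 20 µM above a set limit, cut at about 50% in these data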;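 note: plate controls were DMSO with full reaction for no effect and wells lacking NADH for full effect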
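System: Bacterial diaphorase enzyme (C. kluyveri) | Incubation: 16-min room-temperature incubation before reading | Benchmarks: No-NADH positive control and DMSO neutral control | Measured by: Resorufin fluorescence 544/590 nm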
S1P3 antagonist = antagonists of human S1P3 receptor; Q99500; CHO S1P3 NFAT-BLA reporter, FRET fluorescence, antagonist mode; inhibition, % at 4.98 µM; 170,000 tested, 0.27% active; AID 485;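 active = inhibition above the plate cutoff, the mean inhibition of test wells on that plate plus 3 SD, cut at about 28% in these data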;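 note: cells challenged with S1P at its EC80 of 0.8 µM; blue over green emission ratio from cleaved BLA substrate after 4 h stimulation; 0% = S1P-stimulated wells and 100% = unstimulated DMSO-only wells; some compounds past the cut are filed as inactive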
Target sequence (Q99500 whole entry, looked up): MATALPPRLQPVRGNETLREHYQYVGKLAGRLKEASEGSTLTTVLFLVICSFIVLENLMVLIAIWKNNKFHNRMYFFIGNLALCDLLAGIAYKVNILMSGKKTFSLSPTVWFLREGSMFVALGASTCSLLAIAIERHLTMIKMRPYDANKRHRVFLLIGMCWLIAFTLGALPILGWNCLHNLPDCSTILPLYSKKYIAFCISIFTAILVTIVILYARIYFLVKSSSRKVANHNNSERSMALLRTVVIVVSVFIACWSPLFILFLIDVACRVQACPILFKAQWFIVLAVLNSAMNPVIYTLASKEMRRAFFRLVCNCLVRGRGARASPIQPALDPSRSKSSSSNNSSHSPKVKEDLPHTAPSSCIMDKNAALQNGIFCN
Hsp70 act = transcriptional activators of Hsp70. HeLa Hsp70 promoter luciferase reporter, luminescence; scaled: vehicle 0, proteasome-inhibitor control 100%. activation, % at 10 µM. 200,000 tested, 0.04% active. AID 1203;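 active = activation above the mean across all tested compounds plus 3 SD, cutoff set per campaign, cut at about 5.5% in these data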;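 note: 100% = MG132 at 30 µM as the positive control and 0% = DMSO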
Diaphorase act = activates diaphorase or chemically reduces, flagging diaphorase assay artifacts | Diaphorase/resazurin coupled assay, resorufin fluorescence, 16 min; hits give high values; 1 = vehicle wells, 0 = NADH-free wells | activation factor at 20 µM | 190,000 tested, 0.005% active | AID 1229;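 active = diaphorase activity raised at least twofold by the compound at 20 µM; inactive = activation factor below 2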
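Assay system: bacterial diaphorase enzyme (C. kluyveri) / Input: enzyme 0.07 U/mL final / Medium: 50 mM HEPES pH 7.4 with 4.542 mM MgCl2, 0.005% Tween 20 / Doses: single compound dose of 20 µM, 1% DMSO final / Incubation: 16 min enzyme reaction, ambient temperature / Signal: fluorescence, excitation 544 nm and emission 590 nm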
PMI act satM6P = PMI (human) activation, high substrate. AID 1216. coupled PMI enzyme assay, resazurin fluorescence, 20 min; hits give high values; 1 = untreated enzyme, 0 = substrate-free blank. activation factor at 20 µM. 190,000 tested, 0.34% active. P34949;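 active = activation factor of 2 or more at 20 µM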
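Test system: human phosphomannose isomerase with PGI, G6PDH, diaphorase coupling enzymes / Doses: 20 µM compound, 1% DMSO / Times: enzyme reaction with compound 20 min at room temperature / Measured by: Diaphorase-driven resazurin-to-resorufin fluorescence, excitation 544, emission 590 nm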
TLR4-MyD88 BLA = blocks binding of human TLR4 to MyD88 | O00206+Q99836 | HeLa CL3-4 TLR4/MyD88 BLA complementation, FRET ratio | inhibition, % at 8.4 µM | 200,000 tested, 0.18% active | AID 861; in the data active = inhibition above about 25%;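 note: 0% = vehicle and 100% = reference inhibitor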
Active calls of the source: *; . = no result given. Cut-off read from the data, not from the text of the source, unless noted: active = inhibition above about 50%; inactive = the rest.

SMILES	PMI act	RAM inhibit	DTT redox prof	G6PDH CS	Lmaj promast	Diaph inh CS	S1P3 antagonist	Hsp70 act	Diaphorase act	PMI act satM6P	TLR4-MyD88 BLA
CCCOc1ccc(N2C(=O)CC(SC(=N)N3N=C(c4ccccc4)CC3c3ccccc3)C2=O)cc1 (stereo unspecified)	0.9	5.0	0.4	4	98*	6	7	-0.1	0.9	1	1
Cc1cc(NC(=O)CSc2nnc(Cc3ccccc3)o2)no1	1	0.8	0.5	8	-9	4	4	-0.3	1	1.1	12
Cn1c(SCc2ccc(C#N)cc2)nnc1-c1cccc(Cl)c1	1.1	0.8	-0.8	4	-2	9	-6	-0.4	0.9	1	3
COc1ccc(-c2csc(NC(=O)CSc3nc(SC)ns3)n2)cc1	1	3.6	-0.2	6	52*	14	0	0.1	0.9	1	-2
Cc1cccc(-n2cc(CN3CCN(Cc4nccn4C)CC3)c(-c3cccc(F)c3)n2)c1	0.8	0.5	0.6	21	90*	4	5	-0.3	1	0.8	-26
C/C(=C\c1ccccc1)C(=O)n1nnc2ccccc21	0.8	-0.7	-6.8	4	-6	18	.	0.1	0.8	0.9	-6
COC(=O)c1c(NC(=O)CSc2nnnn2-c2ccccc2)sc2c1CCCC2	1	3.4	-0.1	7	1	12	-26	-0.2	0.9	1	0
Cc1ccc2[nH]c(=O)c(C(c3nnnn3C3CCCC3)N3CCCc4ccccc43)cc2c1 (stereo unspecified)	0.4	-0.5	0.9	0	40	62*	.	-0.1	0.4	0.4	13
O=C(/C=C/c1ccco1)NCC1(c2ccccc2)CCCC1	0.9	1.8	-0.3	9	7	12	11	-0.2	0.9	1	-11
CN(Cc1ccccc1)S(=O)(=O)c1ccc2[nH]cc(C(=O)NCC3CCCO3)c(=O)c2c1 (stereo unspecified)	1.1	8.7*	-1.4	11	99*	-4	-14	-0.1	1	1.2	-3
Oc1ccc(Cl)cc1/C=N/c1nccs1	0.9	0.3	1.9	-2	-12	8	-21	-0.2	0.9	0.9	-10
COc1cc(C)nc(N2CCCC(C(=O)NCC(C)C)C2)n1 (stereo unspecified)	0.9	0.5	-0.2	8	-4	13	.	-0.2	0.9	1	-8
Cc1ccsc1C(=O)C1CCCN(Cc2cccn2-c2ccc(Cl)cn2)C1 (stereo unspecified)	1.1	1.3	-1.3	9	94*	4	2	-0.4	1	1.1	-3
CCNS(=O)(=O)c1ccc(C(=O)Nc2ccccc2)cc1	1	2.1	0.1	-7	-5	11	.	-0.1	0.9	1	5
Cc1ccc(CS(=O)(=O)CCC(=O)NCc2ccc3c(c2)OCO3)cc1	0.9	2.1	3.7	6	-5	7	-58	-0.6	0.9	1	-8
COc1ccc(C(=O)N2CCN(S(=O)(=O)N3CCOCC3)CC2)cc1OC	0.9	0.0	1.3	-16	-12	14	-11	-0.2	0.9	0.9	7
COc1ccc2cc(CN(Cc3ccco3)C(c3nnnn3C3CCCCC3)C(C)C)c(=O)[nH]c2c1 (stereo unspecified)	0.9	2.8	1.7	-42	98*	18	-1	-0.5	0.8	1	6
CCOc1ccc(NC(=O)c2ccc3snnc3c2)cc1	1	1.6	0.7	-3	-8	14	.	-0.1	0.9	1	12
O=C(Cn1c(-c2ccccc2)c[n+]2ccsc12)c1ccc([N+](=O)[O-])cc1	1.3	1.1	-0.6	2	-8	12	-18	0.6	0.9	1.3	-5
O=C(OCc1cnc(Cl)s1)c1cccc(Cl)c1Cl	0.8	0.7	-8.7	5	-5	24	.	0.6	0.8	0.8	-5

No new results follow: 4 of the compounds above.
SMILES	PMI act	RAM inhibit	DTT redox prof	G6PDH CS	Lmaj promast	Diaph inh CS	S1P3 antagonist	Hsp70 act	Diaphorase act	PMI act satM6P	TLR4-MyD88 BLA
COc1ccc2cc(CN(Cc3ccco3)C(c3nnnn3C3CCCCC3)C(C)C)c(=O)[nH]c2c1 (stereo unspecified)	0.9	2.8	1.7	-42	98*	18	-1	-0.5	0.8	1	6
CCOc1ccc(NC(=O)c2ccc3snnc3c2)cc1	1	1.6	0.7	-3	-8	14	.	-0.1	0.9	1	12
O=C(Cn1c(-c2ccccc2)c[n+]2ccsc12)c1ccc([N+](=O)[O-])cc1	1.3	1.1	-0.6	2	-8	12	-18	0.6	0.9	1.3	-5
O=C(OCc1cnc(Cl)s1)c1cccc(Cl)c1Cl	0.8	0.7	-8.7	5	-5	24	.	0.6	0.8	0.8	-5

Next section.
SMILES	PMI act	RAM inhibit	DTT redox prof	G6PDH CS	Lmaj promast	Diaph inh CS	S1P3 antagonist	Hsp70 act	Diaphorase act	PMI act satM6P	TLR4-MyD88 BLA
Cc1cc(C(=O)O)c(=O)[nH]c1C	1	0.3	0.2	2	0	15	17	-0.2	0.8	1	-4
O=C(O)CNC(=O)c1ccccc1NC(=O)c1ccco1	0.9	0.9	0.6	-2	-5	5	-23	0.1	1	1	-7
CNC(=O)NCC12CC3CC(CC(C3)C1)C2	1	-0.6	2.5	3	-2	5	-16	-0.2	1	1	1
CC(=O)Nc1ccc(S(=O)(=O)Nc2nc3ccccc3nc2N2CCCC2)cc1	1	0.0	2.5	-3	-2	50*	-16	0.0	0.5	1.1	-6
COc1cc(OC)cc(C(=O)NCC(=O)OC2CCOC2=O)c1 (stereo unspecified)	1.1	2.7	0.0	7	-2	7	-24	-0.2	0.9	1	6
CC(C)(C)c1ccc(S(=O)(=O)O/N=C2/CCCCC2c2ccc([N+](=O)[O-])cc2[N+](=O)[O-])cc1 (stereo unspecified)	0.9	-0.9	0.3	4	53*	13	.	-0.2	0.9	1	4
O=C(CSc1nnc(Cc2ccc3c(c2)OCO3)n1C1CCCCC1)NC1CCCC1	1.1	2.4	0.7	10	15	0	.	-0.1	1	1.1	18
Cc1nc(Nc2nc(-c3ccccc3)cc(=O)[nH]2)nc2ccccc12	.	.	-0.1	.	34	.	3	0.1	.	.	0
NNC(=O)CN1C(c2cccc(Cl)c2)=Nc2ccc(Br)cc2C1c1ccccc1 (stereo unspecified)	1	1.5	-7.7	0	-2	5	.	-0.3	0.9	0.9	-12
O=C1CC(=Nc2ccccc2)NN1c1ccccc1	1.1	4.2	23	9	-10	10	.	-0.2	0.9	1.1	4
COc1ccc(C(=O)COC(=O)CCCn2c(=O)oc3ccccc32)cc1	.	.	2.1	.	-2	.	10	-0.4	.	.	4
COc1cccc(S(=O)(=O)Nc2cccc(C(=O)N3CCCCCC3)c2)c1	1.1	1.4	-0.1	9	-8	8	6	-0.2	0.9	1	-15
CC1CCCN(C(c2ccccc2)c2sc3ncnn3c2O)C1 (stereo unspecified)	1	2.2	0.5	16	-4	16	-18	-0.1	0.8	1	-17
O=C(C[n+]1ccc(C(=O)N/N=C/c2ccc(OCc3ccccc3)cc2)cc1)c1ccccc1	1.5	-0.6	0.5	-2	-4	-43	.	-0.2	1.4	1.8	5
Clc1ccc(CO/N=C2\CCCc3nonc32)cc1	0.9	1.4	0.2	-15	-7	14	1	-0.2	0.9	0.9	-6
Cc1cc(Nc2cccc(Cl)c2)n2ncnc2n1	1	2.4	0.4	15	-6	29	-6	-0.2	0.7	1	-4
Cc1ccc2c(CC(=O)Nc3ccc(N4CCN(C)CC4)cc3C)coc2c1	1	1.1	0.3	10	3	-4	-13	-0.1	1	0.9	3
COc1ccccc1NC(=O)c1ccc(NS(=O)(=O)c2c(C)noc2C)cc1	1	-0.1	2.7	2	-7	18	1	-0.2	0.8	1	4
O=C(Cn1c(-c2ccco2)nc2ccccc21)N1CCCCC1	1	0.3	0.3	10	15	6	-30	-0.2	0.9	1	5
O=C(CSCc1ccc(F)cc1)Nc1ccccc1	0.9	0.3	-1.5	-2	17	-1	.	-0.1	1	0.9	2
O=C(CN1C(=O)CCC1=O)Nc1nc(-c2ccc3ccccc3c2)cs1	1.1	5.2	-0.4	0	2	-15	-8	-0.1	1.1	1	-3
O=C(Nc1nc(-c2ccncc2)cs1)C1c2ccccc2Oc2ccccc21	1.2	1.2	0.5	3	90*	17	-5	-0.3	0.8	1.3	3
CCN(CCO)Cc1cn[nH]c1-c1ccc(C)c(C)c1	1	0.7	-0.2	-2	10	25	-12	0.0	0.7	1.1	-11
COc1cc(-c2nc3n(n2)C(c2ccncc2)C2=C(CCCC2=O)N3)cc(OC)c1OC (stereo unspecified)	1	-0.1	-1.7	12	18	6	-22	-0.5	0.9	1	-4
O=C(c1ccc(-c2ccccc2)c(F)c1)C1CCCN(C(=O)c2cncs2)C1 (stereo unspecified)	0.8	0.8	-1.4	9	35	32	2	-0.1	0.7	0.9	-2
O=C(Nc1nc(=O)[nH]s1)c1ccccc1	1.3	2.0	-0.4	0	-4	-2	0	-0.5	1	1.1	7
Cc1c(C(=O)N2CCCC2)sc(NC(=O)c2cccc(Cl)c2)c1C#N	0.9	5.9	0.3	-3	-12	15	.	-0.3	0.9	1	8
NC(=O)NC(CC(=O)NCCCc1ccccc1)c1ccccc1Cl (stereo unspecified)	1	-0.1	-0.5	1	4	-7	5	0.0	1.1	1	-7
CCCCNC(=O)CCCn1c(=S)[nH]c2cc3c(cc2c1=O)OCO3	0.9	1.3	-0.6	2	1	23	.	0.1	0.8	0.9	-9
O=C(Nc1c(F)cc(F)cc1Br)c1cc2nc(C(F)F)cc(C(F)F)n2n1	0.8	3.3	2.9	8	3	20	-29	0.3	0.8	0.8	-12
CC(=O)Nc1ccc(OCc2cnc(Cl)s2)cc1	1	1.0	0.0	12	-9	-3	9	0.2	1	1	5
CSCC[C@H](NC(=O)NCCC1=CCCCC1)C(=O)O	1.2	0.1	-0.3	-6	-5	6	-34	0.0	0.9	1.1	2
Cc1ccc(S(=O)(=O)N(CC(=O)Nc2ccccc2C(=O)O)c2ccccc2)cc1	1	8.7*	-0.4	4	-5	10	0	-0.3	0.9	0.9	3
CCOC(=O)C1=C(C)NC2=C(C(=O)OC2)C1c1ccccc1 (stereo unspecified)	1	0.2	-1.5	5	12	6	-4	-0.3	0.9	1	-12
CC(C)(C)c1ccc(/C=C/C(=O)N2CCCCC2)cc1	0.9	0.8	-0.6	5	25	19	9	0.2	0.8	0.9	-3
Cc1ccc(N2CC(C(=O)NC3=NCCS3)CC2=O)cc1 (stereo unspecified)	0.9	1.2	0.0	7	-2	24	.	-0.3	0.8	1	12
